PAFAH1B3 FP inh: PAFAH1B3 (human) inhibition; 0.28% of 340,000 active; AID 492972; Q15102; inhibition, % at 3.39 µM; recombinant PAFAH1B3, FP-rhodamine probe, fluorescence polarization;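 active = inhibition above the screen-wide average of all tested compounds plus 3 SD, cut at about 25% in these data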;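 also: 0% = enzyme with DMSO only and 100% = wells lacking PAFAH1B3 protein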
Target sequence (Q15102 whole entry, looked up): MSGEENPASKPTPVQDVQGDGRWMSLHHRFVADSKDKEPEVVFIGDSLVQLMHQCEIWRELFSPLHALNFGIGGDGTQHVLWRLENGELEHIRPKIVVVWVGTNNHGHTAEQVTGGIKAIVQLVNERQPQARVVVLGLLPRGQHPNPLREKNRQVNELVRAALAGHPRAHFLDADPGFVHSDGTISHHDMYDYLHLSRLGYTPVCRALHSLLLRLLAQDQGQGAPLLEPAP
EBNA-1 inhibitor: blocks EBNA-1 binding to DNA; EBNA-1 DNA binding, fluorescence polarization; inhibition, % at 14.8 µM; 0.34% of 300,000 active; AID 1950; in the data active = inhibition above about 28%
PREPL inh: human PREPL enzyme inhibition. Q4J6C6. recombinant PREPL, fluorescence polarization activity-based probe. inhibition, % at 5.96 µM. 0.68% of 320,000 active. AID 2751; in the data active = inhibition above about 43%;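 also: 0% = enzyme with DMSO and 100% = wells lacking enzyme; many of its hits are not listed in these tables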
GSTO1 inh: counter-screen for RBBP9 inhibitors: inhibitors of human GSTO1 | P78417 | recombinant GSTO1, activity-based probe fluorescence polarization | inhibition, % at 5.96 µM | 1.1% of 300,000 active | AID 1974;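 active = inhibition above the campaign mean inhibition plus 3 SD, cut at about 35% in these data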;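 also: 0% = GSTO1-1 with DMSO and 100% = wells lacking GSTO1-1 enzyme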
ZTA DNA inh: blocks Epstein-Barr virus ZTA, an EBNA-1 counter-screen. P03206. ZTA-DNA binding, fluorescence polarization. inhibition, % at 11 µM. 0.15% of 320,000 active. AID 2234; in the data active = inhibition above about 33%
Target sequence (P03206 whole entry, looked up): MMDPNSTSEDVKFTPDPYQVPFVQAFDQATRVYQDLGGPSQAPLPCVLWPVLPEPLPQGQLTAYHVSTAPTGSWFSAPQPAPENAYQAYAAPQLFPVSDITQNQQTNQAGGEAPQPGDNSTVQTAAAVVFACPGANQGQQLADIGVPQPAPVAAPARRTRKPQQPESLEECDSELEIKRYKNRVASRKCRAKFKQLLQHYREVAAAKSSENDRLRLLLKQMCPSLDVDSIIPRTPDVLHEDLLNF
PAD4 inh: blocks human protein arginine deiminase 4. AID 485272. inhibition, % at 6.36 µM. Q9UM07. 0.41% of 330,000 active. recombinant PAD4, RCA probe fluorescence polarization;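 active = percent inhibition above a cutoff equal to the mean of all tested compounds plus 3 SD, cut at about 15% in these data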;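 also: 0% = PAD4 with RCA probe and DMSO and 100% = probe without PAD4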
LYPLA1 inh: counter-screen for PME1 inhibitors: inhibitors of human LYPLA1. 0.16% of 320,000 active. recombinant LYPLA1, FP-Rh probe fluorescence polarization. inhibition, % at 5.9 µM. O75608;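 active = inhibition above the mean of all tested compounds plus 3 SD, set per campaign, cut at about 14% in these data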;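 also: inhibitors block serine hydrolase probe labeling of LYPLA1 so polarization falls; 0% = enzyme with DMSO and 100% = wells lacking LYPLA1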
Target sequence (O75608 whole entry, looked up): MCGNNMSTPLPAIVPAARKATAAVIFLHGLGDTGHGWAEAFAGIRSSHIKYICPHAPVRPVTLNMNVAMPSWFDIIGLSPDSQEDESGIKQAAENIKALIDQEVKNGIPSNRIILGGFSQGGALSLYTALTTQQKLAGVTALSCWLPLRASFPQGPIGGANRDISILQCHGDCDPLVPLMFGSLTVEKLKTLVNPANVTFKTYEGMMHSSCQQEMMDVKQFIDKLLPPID
LYPLA2 counter: blocks human lysophospholipase 2, a PME1 counter-screen; 0.38% of 320,000 active; recombinant LYPLA2, FP-Rh probe fluorescence polarization; inhibition, % at 5.9 µM; O95372; AID 2177;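 active = inhibition above the screen-wide mean plus 3 SD, limit set per campaign, cut at about 26% in these data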;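 also: 0% = LYPLA2 with DMSO and 100% = wells lacking LYPLA2 enzyme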
Target sequence (O95372 whole entry, looked up): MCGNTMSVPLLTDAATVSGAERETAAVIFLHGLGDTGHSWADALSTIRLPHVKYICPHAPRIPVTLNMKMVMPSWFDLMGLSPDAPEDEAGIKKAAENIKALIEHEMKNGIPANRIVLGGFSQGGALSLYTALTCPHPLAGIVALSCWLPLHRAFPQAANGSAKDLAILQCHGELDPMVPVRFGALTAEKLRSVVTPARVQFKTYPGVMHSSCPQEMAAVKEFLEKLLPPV
PAFAH2 inh: PAFAH2 (human) inhibition; Q99487; recombinant PAFAH2, FP-rhodamine activity probe, fluorescence polarization; inhibition, % at 3.39 µM; 0.99% of 340,000 active; AID 492956;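 active = inhibition above the mean over all tested compounds plus 3 SD, cut at about 30% in these data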;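 also: inhibitors block probe labeling of enzyme so polarization drops; 0% = enzyme with DMSO and 100% = wells lacking PAFAH2 protein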
An asterisk follows results filed as active; . = not tested or not shown. An excerpt, so the mix of outcomes need not match the whole.

SMILES	PAFAH1B3 FP inh	EBNA-1 inhibitor	PREPL inh	GSTO1 inh	ZTA DNA inh	PAD4 inh	LYPLA1 inh	LYPLA2 counter	PAFAH2 inh
CCn1c(SCc2ccc(C(=O)OC)o2)nc2sc3c(c2c1=O)CCCC3	0	-2	2	4	1	-3	4	3	7
CCC1CN(C(=O)N2CCC(C(=O)NCc3ccccc3C)CC2)c2ccccc2O1 (configuration not stated)	7	2	6	-7	-10	1	3	9	6
Cc1ccc(NC(=O)Nc2ccc([N+](=O)[O-])cc2)nc1	-2	16	-7	0	14	1	-1	-7	-6
O=C(/C=C/Nc1ccc(Br)cn1)c1cccc(OC(F)F)c1	2	.	0	.	-1	13	-4	-2	3
C=CCSC(=S)Nc1c(C)n(C)n(-c2ccccc2)c1=O	7	-5	5	-1	-9	-4	-2	3	3
Fc1cccc(CSc2nc3ncccc3[nH]2)c1	3	3	-1	0	-2	1	1	5	6
O=C(Nc1nccs1)C(c1ccccc1)N1CCCCC1 (configuration not stated)	6	-1	-1	0	2	-3	-3	1	0
CC(C)C[C@H](NC(=O)c1nc[nH]c1C(=O)N[C@@H](CC(C)C)C(=O)OC(C)(C)C)C(=O)OC(C)(C)C	7	-2	15	2	7	10	-2	1	-3
CC(=O)Nc1ccc(S(=O)(=O)Nc2cccc(C(=O)Nc3ccccc3C(=O)O)c2)cc1	0	-4	3	-34	-15	18*	2	2	-2
O=C(/C=C/c1ccc(Cl)cc1)Nc1ccccc1N1CCOCC1	3	3	8	1	5	1	-3	-3	3
NC(=O)c1ccsc1NC(=O)c1ccc(N2CCCC2=O)cc1	1	-3	0	-22	29	-1	-11	-10	3
Cc1cc(Nc2nnnn2-c2ccccc2)n(-c2ccc(Cl)cc2)n1	-4	2	4	8	1	2	4	8	4
O=C(NCc1ccc(Cl)cc1)C1C2C=CC3(CN(Cc4cccnc4)C(=O)C13)O2 (configuration not stated)	3	0	7	-1	4	-1	3	5	-5
COc1ccc(NC2=CC(c3cccc(OC)c3)N(c3ccc(OC)cc3)C2=O)cc1 (configuration not stated)	3	2	9	10	16	-8	-8	-4	8
Cc1cc(C)nc(SCC(=O)Nc2ccc(Br)cn2)n1	11	-2	-3	7	-15	-2	-5	1	3
CC1CCN(C(C(=O)NC2CCCCC2)c2cc3c(cc2[N+](=O)[O-])OCO3)CC1 (configuration not stated)	4	7	4	8	18	-7	5	1	-4
COc1ccc(CSCC(=O)NCCC(C)C)cc1	2	-3	4	15	1	1	2	4	1
COC(=O)C(C)Sc1ccc2nnc(-c3ccccc3)n2n1 (configuration not stated)	3	-3	7	-2	10	4	1	2	-7
CCCCCCN1CC(C(=O)OCC)C(=O)C1=O (configuration not stated)	3	9	3	-2	-4	4	-4	-2	1
O=C1NC(=S)N(c2cccc(Cl)c2)C12CCCCC2	10	12	4	1	8	3	-5	-6	-7
COCCNC(=O)C1CCCN(c2ncccn2)C1 (configuration not stated)	2	-5	-2	3	-15	1	-1	-1	-7
CC(=O)C1=C(O)C(=O)N(c2ccc(C)cc2)C1c1ccccn1 (configuration not stated)	0	1	0	5	-2	-3	-5	1	-7
CCCn1c(N)c(C(=O)CSc2nnc(C)n2Cc2ccccc2)c(=O)n(C)c1=O	3	3	-6	-1	14	-3	-1	4	-11
Cc1cc(C)c(C(=O)Cn2nc(C(=O)O)c3ccccc3c2=O)cc1C	5	-1	-4	-9	0	-1	-1	-1	10
O=C(CCc1ccccc1)Nc1ccc(NC(=O)c2ccco2)cc1	-6	-4	4	6	-7	0	0	6	-9

Gathered by group: the entries above containing fluorine.
SMILES	PAFAH1B3 FP inh	EBNA-1 inhibitor	PREPL inh	GSTO1 inh	ZTA DNA inh	PAD4 inh	LYPLA1 inh	LYPLA2 counter	PAFAH2 inh
O=C(/C=C/Nc1ccc(Br)cn1)c1cccc(OC(F)F)c1	2	.	0	.	-1	13	-4	-2	3
Fc1cccc(CSc2nc3ncccc3[nH]2)c1	3	3	-1	0	-2	1	1	5	6

(further entries)
SMILES	PAFAH1B3 FP inh	EBNA-1 inhibitor	PREPL inh	GSTO1 inh	ZTA DNA inh	PAD4 inh	LYPLA1 inh	LYPLA2 counter	PAFAH2 inh
CN(C)S(=O)(=O)c1cccc(NC(=O)COC(=O)c2cc(-c3cccc(Br)c3)nc3ccccc23)c1	-17	-4	-21	-36	19	-1	-15	-21	9
Cc1ccc(S(=O)(=O)Nc2ccc3cn[nH]c3c2)cc1	8	.	1	.	-4	-1	-1	0	2
O=C(c1n[nH]c2ccccc12)N1CCOCC1	3	-12	12	1	-5	1	0	-2	3
COc1cccc(NC(=O)N(CCN(C)C)C(C)c2cccnc2)c1 (configuration not stated)	0	-4	2	13	12	1	2	2	-7
CCc1ccc2c(c1)C1(C(=O)N2)N2CCCC2C(C(=O)c2ccc3ccccc3c2)C12C(=O)Nc1ccccc12 (configuration not stated)	0	9	3	-2	-1	-1	3	-1	-6
CCOC(=O)c1nc(N)c(C(=O)OCC)[nH]1	5	-10	16	11	3	-8	0	0	2
Cc1c(N(C)S(=O)(=O)c2cccc(C(=O)NCC3CCCO3)c2)c(=O)n(-c2ccccc2)n1C (configuration not stated)	8	0	23	4	-7	1	-2	-3	-6
CCOC(=O)C1=C(C)N(C)C(C)=C(C(=O)OCC)C1c1ccsc1	3	5	14	14	-4	1	8	5	3
CN(C)C(=O)COC(=O)c1cccnc1Nc1ccccc1F	3	1	7	0	-4	-4	4	-2	3
O=C(CSc1n[nH]c(-c2ccccc2)n1)N1CCOCC1	4	5	-6	0	7	0	0	3	0
Cc1c(-c2ccccc2)nc(N)c(C#N)c1-c1ccco1	-2	5	9	3	13	-3	2	5	-4
Cc1cc([N+](=O)[O-])ccc1NCc1ccccc1[N+](=O)[O-]	2	7	16	-5	-18	0	-2	4	-2
O=C(NCC(c1cccs1)N1CCOCC1)c1ccc(Br)o1 (configuration not stated)	3	9	-4	-2	7	-5	-3	-9	-11
Cc1cnc(C(=O)OCc2nc3ccccc3o2)cn1	5	.	5	.	.	-7	.	.	3
COc1ccc(OCC(O)CNCCNc2nccc(C(F)(F)F)n2)cc1 (configuration not stated)	8	0	0	2	5	-1	3	9	-7
CC1(C)C2CCC13CS(=O)(=O)NC3C2 (configuration not stated)	6	2	-3	2	-18	-3	-1	4	2
COc1ccc(-c2cc3ncnc(Cl)c3s2)cc1	-3	-17	-11	-3	6	-3	-7	1	-1
COc1ccc(C(=O)OCC(=O)N2CCc3ccccc32)cc1S(=O)(=O)N1CCOCC1	3	.	19	.	.	-1	.	.	68*
CCc1ccccc1NC(=O)C1(S(=O)(=O)c2ccc(C)cc2)CC1	5	0	0	-1	0	3	-5	-2	10
CC(C)Oc1ccc(C(=O)NCC(=O)Nc2ccc3c(c2)CCC3)cc1	1	.	-4	.	3	-2	-3	-4	-2
O=C(Nc1ncccc1O)c1c(O)c2ccccc2[nH]c1=O	-2	5	13	10	5	-12	0	7	20
CCCC(=O)C1=C(O)C(C(=O)OC)C(C)(C)CC1=Nc1ccc(N)cc1 (configuration not stated)	0	3	-10	6	15	5	-3	1	0
N#Cc1ccc(-c2ccc(OCC(=O)NCC(=O)Nc3ccc(F)c(F)c3F)cc2)cc1	-24	11	-8	-9	3	-14	-21	-42	-20
O=c1c2ccccc2c(-c2ccccc2)nn1-c1ccccn1	0	2	-1	-1	6	2	0	-1	-5
O=C(CCn1cnnn1)Nc1cccc(F)c1	6	7	-1	-1	13	-3	-2	4	0

Brought forward from above: two compounds; new compounds follow.
SMILES	PAFAH1B3 FP inh	EBNA-1 inhibitor	PREPL inh	GSTO1 inh	ZTA DNA inh	PAD4 inh	LYPLA1 inh	LYPLA2 counter	PAFAH2 inh
O=c1c2ccccc2c(-c2ccccc2)nn1-c1ccccn1	0	2	-1	-1	6	2	0	-1	-5
O=C(CCn1cnnn1)Nc1cccc(F)c1	6	7	-1	-1	13	-3	-2	4	0
Cc1ccc(OCCNS(=O)(=O)c2ccc(N3CCCC3=O)cc2)cc1C	3	10	-28	9	5	0	1	11	-6
CC(=O)c1cccc(NC(=O)c2cc(-c3cccs3)on2)c1	9	-9	-5	0	4	1	-2	1	-3
O=C(N/C(=C/C=C/c1ccccc1)C(=O)N1CCCCC1)c1ccc([N+](=O)[O-])cc1	6	-3	-7	0	0	1	2	-3	1
CC(=O)c1c(C)[nH]c(C(=O)OCC(=O)Nc2ccc(C)cc2[N+](=O)[O-])c1C	-1	0	8	-4	-26	3	2	9	18
O=C(CSc1nnc(C2CCCCC2)o1)Nc1ccccc1Cl	-2	-10	-2	7	4	-1	4	3	4
CCCNCc1cc(OC)c(OCC(=O)Nc2ccccc2)cc1Br	6	6	0	3	7	0	3	6	0
O=C(Nc1ccccc1N1CCOCC1)c1ccc(Cl)nc1	10	-3	9	5	0	-2	-1	5	-9
CCN(CC)c1ccc(S(=O)(=O)N2CCOCC2)cc1NC(=O)CSC(=S)N1CCCC1	6	-10	7	-3	-5	-1	-1	-1	2
Cc1cc(C)c(C(=O)NC2CC(C)(C)Cc3c2cnn3-c2ccccc2)o1 (configuration not stated)	2	-8	3	-2	-16	0	-3	3	-4
N#CC1(NC(=O)COC(=O)/C=C/c2ccc3ccccc3n2)CCCCC1	7	8	-2	-3	14	-4	1	1	27
COc1c(O)cccc1[C@@H](O)C1CCN(CCc2ccc(F)cc2)CC1	2	-6	-9	5	-3	-1	3	6	3
O=C(O)CSc1nnc(Cc2cccc3ccccc23)n1-c1cc(C(F)(F)F)cc(C(F)(F)F)c1	13	6	-3	9	0	-1	1	9	3
O=C1C=C(c2ccc(Cl)cc2)C(=O)N1Nc1ccccc1	1	4	-3	6	-4	11	4	1	10
O=C1C=C(NC2CC2)C2(CCCCC2)O1	3	0	0	-2	-2	0	2	-1	-7
Cc1ccc(-n2c3c(cc(C(=O)NCc4ccco4)c2=O)C(=O)CCC3)cc1	2	2	14	6	3	-4	-4	4	8
C=CCN(CC=C)C(=O)C1CCC(C(=O)N(CC=C)CC=C)CC1 (configuration not stated)	-4	-6	-3	3	-8	4	0	1	-2
COc1ccc(OC)c(CNC(=O)CCn2c(=O)c3cccn3c3ccc(F)cc32)c1	1	2	3	-2	12	2	-3	-4	-1
Cc1[nH]c2ccccc2c1C(=O)C(=O)NCCc1c[nH]c2ccccc12	6	-1	-5	-5	3	-10	-1	-4	2
COc1ccc(C(=O)COC(=O)c2cccc(-n3cnnn3)c2)c(OC)c1	1	14	11	11	-8	4	0	2	-8
CCOC(=O)c1c(NC(=O)c2ccc(C)cc2)sc2c1CC(C)(C)NC2(C)C	.	-7	-9	6	-5	-3	0	2	.
O=C(CCC(=O)OCC(F)(F)C(F)F)NCc1ccccc1	7	-1	0	8	2	0	-1	3	3
O=C(CSc1nnnn1-c1ccc(O)cc1)N1N=C(c2ccc3ccccc3c2)CC1c1ccccc1 (configuration not stated)	.	11	-11	2	7	-8	-6	-7	.
CCOC(=O)C1=C(C)NC(=S)NC1c1ccc(-c2ccc(Cl)cc2)o1 (configuration not stated)	4	-3	1	-8	9	-3	-6	-7	-4
O=Cc1cn(CC(=O)Nc2ccc3c(c2)OCO3)c2ccccc12	1	-5	-2	0	7	-6	-2	-4	4
O=S(=O)(c1ccc(NC2CCCCC2)cc1)N1CCOCC1	10	-3	5	3	-11	2	-1	5	1
CC(C)(C)C(=O)N1CCC(O)(CS(=O)(=O)Cc2ccccc2)CC1	3	10	12	3	-17	1	1	10	4
Cc1nnc(NC(=O)CSc2ccc(-c3ccc(Cl)cc3)nn2)s1	2	10	6	15	13	0	-4	-2	-3
Cc1ccc(SCC(=O)OCC(=O)N(C)C2CCS(=O)(=O)C2)cc1C (configuration not stated)	7	.	9	.	8	1	0	-3	-11
Cc1ccc(C(=O)N2CCN(c3cc4c(cc3[N+](=O)[O-])n(C)c(=O)n4C)CC2)cc1	5	-7	1	-4	-1	6	0	4	11

Assay outcomes deposited in PubChem by The Scripps Research Institute Molecular Screening Center.
